High-throughput results deposited in PubChem BioAssay by National Center for Advancing Translational Sciences (NCATS).
TrxR1 substrate: substrates of rat thioredoxin reductase 1; Potency, µM (series often up to 114 µM), for inactives: at the top dose activity change, negative = substrate turnover; purified TrxR1 substrate turnover, NADPH consumption readout; O89049; actives 0.01% (n = 390,000); note: potency is the fitted concentration of half-maximal effect; % is set by controls: 0 for no effect and ±100 for the full control effect; nearly all actives have a fitted effect of over 50% in size
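Rat TrxR1, dispensed at 90 nM, was prereduced with 400 uM NADPH (final) for 5 min at ~22 deg C, then incubated with compound 15 min before 400 uM selenite. A first-read NADPH fluorescence drop versus no-compound background flagged substrates.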
IDH1 R132H inh: blocks human mutant IDH1 R132H enzyme | O75874 | IDH1-R132H enzyme, NADPH consumption, diaphorase/resazurin fluorescence | Potency, µM (titrated, usually from 76.6 µM), without a hit: at the top dose activity change, negative = inhibition, most hits filed as inhibitors | actives 0.093% (n = 390,000) | AID 602179; note: potency is the fitted concentration of half-maximal effect; % is set by controls: 0 for no effect and ±100 for the full control effect; nearly all actives have a fitted effect of over 65% in size
Target sequence (O75874 whole entry R132H, stated change not applied): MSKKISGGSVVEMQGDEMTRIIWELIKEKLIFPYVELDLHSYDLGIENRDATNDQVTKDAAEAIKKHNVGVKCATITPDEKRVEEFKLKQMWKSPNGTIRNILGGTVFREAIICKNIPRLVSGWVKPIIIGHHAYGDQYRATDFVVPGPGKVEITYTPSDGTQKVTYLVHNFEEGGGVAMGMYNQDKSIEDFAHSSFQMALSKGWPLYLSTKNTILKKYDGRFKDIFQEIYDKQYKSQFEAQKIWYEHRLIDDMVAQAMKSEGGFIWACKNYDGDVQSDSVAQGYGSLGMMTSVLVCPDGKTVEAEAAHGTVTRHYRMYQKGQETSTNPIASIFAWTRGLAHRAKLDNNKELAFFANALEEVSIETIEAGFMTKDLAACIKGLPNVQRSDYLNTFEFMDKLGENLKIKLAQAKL
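IDH1-R132H (0.5 ug/mL) preincubated 30 min with compound, then NADPH (0.016 mM) and alpha-KG (2 mM) added; 80 min at RT, pH 7.5. Remaining NADPH coupled via diaphorase/resazurin to fluorescence (540/590 nm); concentration-response curves normalized to no-enzyme control.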
TrxR1 inh: blocks rat thioredoxin reductase 1; Potency, µM (top dose mostly 114 µM), for inactives: at the highest dose activity change, negative = inhibition, usual class: inhibitors; O89049; recombinant rTrxR1, NADPH fluorescence consumption, selenite substrate; actives 1% (n = 390,000); note: potency is the fitted concentration of half-maximal effect; % is set by controls: 0 for no effect and ±100 for the full control effect; nearly all actives have a fitted effect of over 65% in size
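Rat TrxR1 (90 nM in the dispensed reagent) was pre-reduced with 400 uM NADPH for 5 min at room temperature, then incubated with compound for 15 min. After 400 uM selenite was added, NADPH fluorescence (Ex 340/Em 450 nm) was followed for 8 min.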
PGK inhibitor: blocks T. brucei phosphoglycerate kinase | P07378 | PGK/GAPDH coupled, Kinase-Glo luminescence, 60 min | Potency, µM (highest dose often 57.5 µM), inactives show top-dose activity change, negative = inhibition, usual class: inhibitors | actives 0.043% (n = 380,000); note: potency is the fitted concentration of half-maximal effect; % is set by controls: 0 for no effect and ±100 for the full control effect; nearly all actives have a fitted effect of over 60% in size
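Luminescent ATP detection (Kinase-Glo Plus) follows a 60-minute room-temperature incubation, with wells lacking PGK as controls. Buffer: 100 mM TEA (pH 7.6), 5 mM MgCl2, 0.01% Tween-20. Coupling enzyme GAPDH (100 nM final) supplies unstable 1,3-BPG in-well.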
Pin1 inh: human Pin1 inhibition. actives 0.009% (n = 390,000). Q13526. Pin1 FP peptide displacement, HiFluor488, 10 min. AID 504891. Potency, µM (titrated, usually from 115 µM), for the others: at the highest dose activity, negative = inhibition, hits mostly inhibitors; active = well fitted inhibition curve with a large enough effect in the polarisation, with a control signal flat, not every such curve was filed as active; inconclusive = small, poorly fitted or top-dose-only effect, or effect the other way, or a change in a side signal; inactive = no such curve, though single readings can be large or run the other way; the % refers to the polarisation; note: potency is the fitted concentration of half-maximal effect; % is set by controls: 0 for no effect and ±100 for the full control effect
HP1b chromo inh: inhibitors of HP1-beta chromodomain binding to methylated histone tails | Potency, µM (titrated, usually from 114 µM), for the others: top-dose activity change, negative = inhibition, hits mostly inhibitors | actives 0.56% (n = 390,000) | AlphaScreen HP1-beta / biotin-H3K9me3 peptide binding | AID 540317; note: potency is the fitted concentration of half-maximal effect; nearly all actives have a fitted effect of over 70% in size; inactives centre near 23
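AlphaScreen: HP1-beta (50 nM) preformed 30 min with biotin-H3(1-18)K9me3 peptide (50 nM) in PBS pH 7.4, 0.01% Tween-20. Compound added for 30 min at RT, then streptavidin donor/nickel chelate acceptor beads (10 ug/mL) for 30 min.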
PI4K2A block: inhibitors of human PI4K2A. Q9BTU6. purified PI4K2A, ADP-Glo luminescence, 1 h; hits give low values. actives 0.13% (n = 420,000). AID 1346378. activity change, negative = inhibition, % at 76.9 µM; in the data active = activity change below about -50%; inconclusive = mostly about -30% to -49%;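 note: -100% = wells without enzyme as full effect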
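PI4K2A activity was measured by ADP-Glo luminescence: enzyme (4 ug/mL stock) and phosphatidylinositol (1.2 mM stock) in Tris pH 7.5/MgCl2/EGTA/Triton X-100 buffer were reacted with ATP (300 microM stock) for one hour at ambient temperature.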
GLS inh: inhibitors of human glutaminase (GLS); actives 0.21% (n = 410,000); Potency, µM (highest dose often 45.5 µM), for the others: at the top dose activity change, negative = inhibition, hits mostly inhibitors; O94925; GLS enzymatic activity, qHTS titration; note: potency is the fitted concentration of half-maximal effect; % is set by controls: 0 for no effect and ±100 for the full control effect
Target sequence (O94925 whole entry, looked up): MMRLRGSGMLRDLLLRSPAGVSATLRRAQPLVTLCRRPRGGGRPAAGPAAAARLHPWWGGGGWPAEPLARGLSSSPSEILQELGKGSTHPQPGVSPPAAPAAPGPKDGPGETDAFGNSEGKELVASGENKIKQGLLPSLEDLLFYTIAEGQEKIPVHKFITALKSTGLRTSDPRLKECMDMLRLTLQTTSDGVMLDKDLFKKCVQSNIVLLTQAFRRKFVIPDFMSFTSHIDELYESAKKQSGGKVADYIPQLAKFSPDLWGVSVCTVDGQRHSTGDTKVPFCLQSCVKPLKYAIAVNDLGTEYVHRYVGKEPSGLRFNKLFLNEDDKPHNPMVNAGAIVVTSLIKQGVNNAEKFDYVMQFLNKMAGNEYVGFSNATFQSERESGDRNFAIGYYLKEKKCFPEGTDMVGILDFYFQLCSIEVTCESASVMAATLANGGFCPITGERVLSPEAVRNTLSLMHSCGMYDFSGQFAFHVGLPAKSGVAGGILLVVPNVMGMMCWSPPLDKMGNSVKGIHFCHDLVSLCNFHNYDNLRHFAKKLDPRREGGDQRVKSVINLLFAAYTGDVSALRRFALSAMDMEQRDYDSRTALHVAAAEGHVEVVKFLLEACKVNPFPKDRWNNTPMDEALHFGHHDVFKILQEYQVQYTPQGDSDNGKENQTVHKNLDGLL
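Human kidney-isoform GLS in 45 mM KH2PO4 pH 8.2, 0.02% Tween-20, with compound, started with 1mM L-Glutamine (added stock). Glutamate oxidase/HRP/Amplex red coupled fluorescence read at start and after 30 min at RT.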
USP1-UAF1 inh: inhibitors of human USP1/UAF1 deubiquitinase. Potency, µM (series often up to 57.1 µM), inactives show at the top dose activity change, negative = inhibition, hits mostly inhibitors. recombinant USP1/UAF1, Ub-Rhodamine cleavage fluorescence. AID 743255. actives 0.23% (n = 390,000). O94782; note: potency is the fitted concentration of half-maximal effect; % is set by controls: 0 for no effect and ±100 for the full control effect; nearly all actives have a fitted effect of over 60% in size; inactives centre near -12
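High-throughput fluorogenic screen: 1nM USP1/UAF1 complex, Ub-Rho substrate 150nM final, 50mM HEPES pH 7.8 with 0.5mM EDTA, 0.1 mg/ml BSA, 1mM TCEP and 0.01% Tween-20.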
* = called active by the depositor; i = inactive; ? = inconclusive; nt = not tested or not shown; [ ] = another dose, or the depositor's remark. Unless noted, calls come from the whole dose curve; as a rule, active = well fitted curve in the direction sought with a large enough effect; inconclusive = small, poorly fitted or top-dose-only effect, or another doubt; inactive = no such curve, though single readings can be large; an effect the other way counts as inactive or inconclusive. This is a subset, so the mix of outcomes need not match the whole.

Screens in order – TrxR1 substrate | IDH1 R132H inh | TrxR1 inh | PGK inhibitor | Pin1 inh | HP1b chromo inh | PI4K2A block | GLS inh | USP1-UAF1 inh
(1) COCC(C)n1c(C)cc(C(=O)CSc2nnnn2-c2ccc(O)cc2)c1C (stereo unspecified)
    -3%[57.1 µM] | 0% | -7%[57.1 µM] | -1% | -7% | -13% | 5 | -15% | -17%
(2) C=CCn1c(-c2cccc(OC)c2)n[nH]c1=S
    2% | 4% | -27% | 3% | -7% | 3% | -3 | 0% | -25%
(3) COC(=O)Cc1c(O)ccn(Cc2ccc(OC)c(OC)c2)c1=O
    9%[57.1 µM] | -1% | 7%[57.1 µM] | 2% | 1% | 16% | 6 | -9% | -15%
(4) Cc1ccc(NC(=O)N2CCN(c3ncccc3C(F)(F)F)CC2)cc1
    10% | 5% | 37% | -8% | 0% | -7% | 3 | 3% | -3%
(5) CC(=O)Nc1ccc(NC(=O)CCc2c(C)noc2C)cc1
    1% | 3% | 8% | -7% | -4% | 17% | 1 | 2% | -21%
(6) COc1ccc(N2CCN(C(c3ccccc3)c3nnnn3C(C)C)CC2)cc1 (stereo unspecified)
    4% | nt | 12% | nt | 1% | 2% | nt | nt | nt
(7) O=C(Nc1nccs1)c1ccc(Cl)c(S(=O)(=O)N2CCCCC2)c1
    7%[57.1 µM] | 1% | 12%[57.1 µM] | -2% | 2% | 31% | -2 | -2% | -2%
(8) O=C(O)COCC(=O)NC1CCN(Cc2ccccc2)CC1
    4% | 8% | 24% | -5% | -7% | 17% | 0 | 1% | -22%
(9) COc1ccc(OC)c(-n2cnc3cc(C(=O)NCCc4ccccc4)ccc32)c1
    -2%[57.1 µM] | -14% | 27%[57.1 µM] | i | -5% | -17% | 3 | 0% | -13%
(10) COC(=O)c1ccccc1NC(=O)CSc1nnnn1-c1ccc(C)cc1C
    -6% | 4% | 6%[57.1 µM] | -2% | 0% | 31% | 2 | -7% | -13%
(11) Cc1cc(NC(=O)CSc2nnc(-c3ccc(S(=O)(=O)N4CCCC4)cc3)n2C)no1
    14% | 3% | 24% | -1%[11.5 µM] | -6% | 26% | -1 | 0% | 9%
(12) CCOC(=O)N1CCC(NC(=O)c2ccc3c(c2)N(Cc2ccc(F)cc2)C(=O)c2ccccc2S3=O)CC1 (stereo unspecified)
    -4% | 12% | 26% | 2% | 5% | 15% | 6 | -10% | -10%
(13) Nc1ccc2nc(CCCO)[nH]c2c1
    4% | 2% | 27% | i | 9% | 34%[activator] | ? | 26% | ?
(14) CC(=O)NS(=O)(=O)c1ccc(NC(=O)C2c3ccccc3Oc3ccccc32)cc1
    -5% | -4% | 12%[57.1 µM] | -4% | 11% | 21% | -3 | 1% | -20%
(15) COc1ccc(Cl)cc1S(=O)(=O)N1CCN(CC(=O)Nc2ccccc2C(F)(F)F)CC1
    4%[57.1 µM] | -5% | 17%[57.1 µM] | 9% | -2% | 46%[activator] | -2 | -5% | -19%
(16) CCCOC(=O)c1cccc(Nc2nc(CCC)cc(=O)[nH]2)c1
    2% | 12% | 17% | 5% | ? | 31% | -1 | 8% | -24%
(17) O=C1NC(=O)C(Cc2ccc(O)cc2)N1 (stereo unspecified)
    1% | -6% | -2% | 0% | -3% | 39%[activator] | 1 | 29% | -16%
(18) COc1cc(NC(=S)Nc2cccnc2)cc(OC)c1OC
    5% | -2% | ? | -6% | -11% | 23% | -1 | -7% | 3%
(19) NS(=O)(=O)c1ccc(CCNC(=O)CCc2nc3sc4c(c3c(=O)[nH]2)CCCC4)cc1
    -1% | 5% | 3% | -7% | ? | 30% | -7 | -15% | -17%
(20) Cc1c(-c2nc(-c3ccc(C(C)(C)C)cc3)no2)n(C)oc1=O
    5% | -7% | 14% | -4% | 1% | 57%[activator] | -6 | 15% | -21%
(21) Cc1ccc(NC(=O)c2cccc(S(=O)(=O)N3CCc4ccccc4C3)c2)nc1
    -2% | 1% | 7% | -1% | 17% | 23% | -2 | 16% | -8%
(22) COc1ccc2c(c1OC)C(=O)N(C(C)C(=O)O)C2=O (stereo unspecified)
    6% | 5% | 2% | -8% | -10% | 19% | 0 | 21% | 4%
(23) CN(C(=O)COC(=O)C1(C)CC1(Cl)Cl)c1c(N)n(Cc2ccccc2)c(=O)[nH]c1=O (stereo unspecified)
    0% | 4% | 30% | i | -9% | 43%[activator] | 1 | 3% | -16%
(24) COC(=O)CCC(=O)NC(=S)Nc1ccccc1F
    6% | 5% | -10% | i | -17% | 47%[activator] | -1 | -4% | -22%
(25) Cc1nc(C)c(-c2ccn(C(=O)NC(C)C)n2)s1
    8% | 2% | 16% | -1% | -5% | 4% | -8 | -15% | -18%
(26) CC(C)C(NC(=O)CN(c1cccc(F)c1)S(C)(=O)=O)C(C)C
    -6% | 4% | -5% | -1% | 1% | 14% | -4 | 0% | -3%
(27) Cc1c(NC(=O)c2cc(-c3ccc(F)cc3)nc3ccccc23)c(=O)n(-c2ccccc2)n1C
    -4% | -4% | 3% | 5% | 4% | 21% | 5 | -5% | ?
(28) Cc1ccc(S(=O)(=O)CS(=O)(=O)c2ccc(C)cc2)cc1
    -1%[11.4 µM] | 1% | -18%[11.4 µM] | -1% | 5% | 52%[activator] | 5 | 0% | -7%
(29) CCOC(=O)c1ccc(N/C=C/C(=O)c2ccccc2)cc1
    -3%[57.1 µM] | 2% | 2%[57.1 µM] | -12% | 5% | -16% | -11 | 0% | -6%
(30) CC1=C(C(=O)N2CCCCC2)C(c2ccc(Cl)cc2)n2c(nc3ccccc32)N1 (stereo unspecified)
    2% | -8% | 19% | 4% | 0% | 34% | 1 | -2% | -18%
(31) Nc1ncncc1-c1ccc(F)cc1
    nt | 5% | nt | 2% | nt | nt | -4 | 4% | -14%
(32) Cc1ccc(Cl)c(OCC(=O)NCC(c2cccs2)N2CCOCC2)c1 (stereo unspecified)
    6%[57.1 µM] | 1% | 11%[57.1 µM] | -7% | -7% | 67%[activator] | 0 | -2% | -17%
(33) CN(C(=O)COC(=O)c1ccc(Br)c(S(=O)(=O)N2CCOCC2)c1)C1CCCCC1
    0% | 3% | 5% | 0% | 1% | 20% | -5 | 3% | -20%
(34) Cc1oc(C)c2c(=O)cc(-c3ccc4c(c3)OCO4)cc(OC(=O)c3ccccc3Br)c12
    2% | 12% | ? | -8% | ? | -16% | -3 | 6% | -8%
(35) COc1ccc(CNC(=O)C/C(C)=N/NC(=O)Cc2ccc(OC)cc2)cc1
    6% | 3% | -35% | -7% | -6% | 36% | 1 | -3% | -11%
(36) CC(C)[C@H](NC(=O)c1cccc(S(=O)(=O)N2CCOCC2)c1)C(=O)NCc1ccc(F)cc1
    -8% | 8% | -7% | -9% | 0% | 26% | 2 | -13% | -7%
(37) O=C(O)CCCNC1=NCCC1
    -3% | 3% | -2% | i | -2% | 12% | 5 | 1% | 3%
(38) Cc1ccc(SCc2c(C(=O)N/N=C/c3ccccc3)nnn2-c2nonc2N)cc1
    -6%[57.1 µM] | 6% | -6%[57.1 µM] | 3% | 0% | 13% | 1 | 3% | -11%
(39) CCCCCCN=C(C)C1=C(O)C(C(=O)OC)C(C)(C)CC1=O (stereo unspecified)
    3% | 4% | 5% | -1% | 4% | 37% | 2 | 1% | 6%
(40) COc1ccc(C(=O)Nc2cc(C)on2)c(OC)c1
    -1% | 2% | 21% | 3% | -4% | 13% | -4 | 1% | 3%
(41) CCc1nccn1C(=O)c1cnn2c(C(F)F)cc(-c3ccc(C)cc3)nc12
    6% | -1% | ? | 1% | 1% | 21% | 4 | 14% | -3%
(42) O=C(Nc1cccc(S(=O)(=O)NC2=NCCC2)c1)C1CCC1
    3% | 1% | 16%[57.1 µM] | 1% | 1% | 19% | -1 | -3% | -5%
(43) Cc1cc(C)nc(NC(=O)CCN2C(=O)c3ccccc3S2(=O)=O)n1
    0% | 5% | 4% | -4% | 2% | 7% | -1 | -3% | -20%
(44) COC(=O)CSc1nnc(CNC(=O)c2ccccc2F)n1-c1ccccc1
    7%[57.1 µM] | 5% | 36%[57.1 µM] | 1% | -1% | 4% | 4 | -10% | -6%
(45) CCOC1(OCC)OC(c2ccccc2)=C(C#N)C(C=Cc2ccccc2)C1(OCC)OCC (stereo unspecified)
    nt | 4% | nt | -8% | nt | nt | -4 | -7% | -16%
(46) CC(=O)c1c(C)nn(CC(=O)NC2CCCN(Cc3ccc(CC(C)C)cc3)C2)c1C (stereo unspecified)
    6% | -8% | 28% | i | -5% | 9% | -1 | 3% | -19%
(47) COc1ccc(OCC(O)CNC(=O)Nc2cc(F)ccc2C)cc1 (stereo unspecified)
    -1% | 0% | 18% | -9% | -5% | 34%[activator] | 8 | 1% | -7%
(48) Cc1ccc(CN2CCN(CC(=O)N3CCC(C(N)=O)CC3)C2=O)cc1
    5% | 5% | 7% | -8% | -9% | 36% | -2 | 3% | -21%
